Hsp70 displacement – Hsp70 inhibitors, probe displacement, primary screen, biochemical, fluorescence polarization (AID 583). Hsp70 fluorescence polarization probe displacement, mP; higher % means a stronger effect. displacement, % at 20 µM, or IC50 in µM where a hit was titrated. 140,000 tested, 0.06% active; in the data active = displacement above about 50%;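 note: plate controls were vehicle for no effect and reference ligand for full effect; a part of the inactive calls stands beside numbers as strong as those of hits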
Rat MKP-3 inhibitors – MKP-3 phosphatase inhibitors, primary screen, biochemical, rat enzyme, in vitro (AID 425). inhibition, % at 20 µM; hits with a dose series show IC50 in µM. recombinant MKP-3 phosphatase activity, fluorescence; higher % means a stronger effect. 110,000 tested, 0.17% active; in the data active = inhibition above about 50%;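 note: plate controls were vehicle for no effect and reference inhibitor for full effect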
* = called active by the depositor; . = not tested or not shown; & = joins results of further samples. The list is partial, so the mix of outcomes need not match the whole.

SMILES | Hsp70 displacement | Rat MKP-3 inhibitors
N#C/C(=C/c1ccc(/C=C(\C#N)C(N)=O)cc1)C(N)=O | -4.2% | 4.1%
COc1cccc(C(=O)OCCN2C(=O)c3ccccc3C2=O)c1OC | -3.7% | 0.2%
COc1cc(C2NC(=S)NC(C)=C2C(=O)OC(C)C)ccc1OC(C)C (configuration not stated) | 2.5% | .
CC(=O)Nc1ccc(NC(=O)CSc2nnc(C3CC3)n2C)cc1 | 1.6% | 3.0%
O=C(NC(NC(=S)Nc1cccc(O)c1)C(Cl)(Cl)Cl)c1cccc([N+](=O)[O-])c1 (configuration not stated) | 0.4% | 1.0%
Cc1cccc(C(=O)N2CCN(Cc3ccccc3)CC2)c1 | 0.6% | 0.1%
C=CCNC(=O)CN(c1ccc(Cl)cc1)S(C)(=O)=O | 3.5% | 0.6%
COc1ccc(-c2cn[nH]c2N)cc1OC | 2.7% | .
COC(=O)c1cc2oc(C)cc2n1CC(=O)Nc1ccc(OC)c(OC)c1OC | -1.3% | 0.2%
CCCS(=O)(=O)N1CCCC(C(=O)N2CCN(c3ccccc3)CC2)C1 (configuration not stated) | -1.1% | -1.9%
Cn1c(SCC(=O)O)nnc1C1CCCCC1 | -2.1% | -5.3%
CCC(=O)OCC(=O)c1c(N)n(Cc2ccccc2)c(=O)n(C)c1=O | -1.0% | -5.1%
Cc1ccc(-n2nc3ccc(N)cc3n2)cc1 | -2.9% | -4.0%
O=C(CN1C(=O)CCC1=O)Nc1nc(-c2nc3ccccc3s2)cs1 | -1.6% | -5.5%
Cc1ccc(CCn2c3c(c4ccccc42)CN(C)CC3)cn1 | 4.7% | -9.8%
O=C(Cn1c(O)c(N=NC(=O)c2ccc([N+](=O)[O-])cc2)c2ccccc21)Nc1ccccc1 | 7.7% | 0.9%
Clc1ccc2c(N3CCCC3)ccnc2c1 | 0.8% | -12.3%
Cc1ccc(NC(=O)c2ccc(N3C(=O)C4CC=C(Cl)CC4C3=O)cc2)cc1 (configuration not stated) | 1.5% | .
N#CCOc1ccccc1/C=C1/SC(=S)NC1=O | 12.2% | 0.1%
Cc1nnc(SCCc2ccccc2)[nH]c1=O | 2.7% | -14.2%
CCOC(=O)CNC(c1ccccc1)c1cc(Br)ccc1NC(=O)OCC (configuration not stated) | -3.4% | -1.3%
COc1ccc(OCC(=O)NCc2ccc3c(c2)OCO3)cc1 | 0.5% | 1.0%
O=C(Nc1ccc2nc(-c3ccccc3)[nH]c2c1)c1cccs1 | -5.1% | .
Cc1ccc(N(CC(=O)NCCc2ccccc2)S(C)(=O)=O)cc1Cl | -0.8% | 0.2%
CN(C)c1cccc(C(=O)n2cc(C(=O)c3cc(F)ccc3O)cn2)c1 | 1.7% | 1.0%
(further entries)
SMILES | Hsp70 displacement | Rat MKP-3 inhibitors
CCOC(=O)c1sc(C)c2c(=O)n(CCc3ccccc3)nnc12 | -3.8% | 1.9%
CC1=NN(c2cccc(F)c2)C(=O)/C1=C\c1ccc(N(C)C)cc1 | 1.8% | 1.3%
O=C(OCC(=O)N1CCc2ccccc21)c1ccccc1 | 0.5% | 1.1%
Cc1ccc(NC(=S)NC(=O)/C=C/c2ccccc2)cc1NC(=O)c1ccccc1 | 3.4% | -1.4%
CCOC(=O)CCc1c(C)nc2cc(-c3ccccc3OC)[nH]n2c1=O | -3.7% | -6.3%
O=C(Nc1ccc(Cl)c(-c2nc3ccccc3[nH]2)c1)c1cccs1 | -1.1% | 2.2%
CCCOc1ccc(Cc2c(O)nc(N)[nH]c2=O)cc1C | -5.3% | 4.1%
OCCCc1nc2ccccc2n1CCOc1ccccc1 | -0.7% | -4.2%
O=c1oc2cc(O)ccc2c2oc3cc(O)ccc3c12 | . | 4.2%
CCOc1ccc(Cn2nnc(C(=O)Nc3cc(C)cc(C)c3)c2N)cc1 | 7.7% | -3.1%
O=C1C2CCCN2C(c2ccc(F)cc2)N1c1ccc(Cl)cc1 (configuration not stated) | -1.6% | -8.7%
CCN1C(C)=C(C(=O)OC)C(c2ccc([N+](=O)[O-])cc2)C(C(=O)OC)=C1C | 4.8% | 3.6%
O=C(Nc1ccc2nsnc2c1)N1CCCCC1 | 4.4% | .
CC1(C)c2ccccc2N(CCO)C12C=Cc1cc(Br)ccc1O2 (configuration not stated) | 0.4% | 0.5%
Cc1ccc(C2CC(c3cccc(Cl)c3)n3nc(N)nc3N2)cc1 (configuration not stated) | -1.8% | 6.6%
CC1CCN(C(c2ccccc2)c2nnnn2C(C)(C)C)CC1 (configuration not stated) | 1.9% | 2.0%
CC(NC(=O)C(=O)Nc1ccccc1F)c1ccccc1 (configuration not stated) | 4.2% | -2.6%
C=CCS(=O)(=O)Nc1cccc2ccccc12 | -2.6% | -1.8%
c1ccc(-n2c(-c3ccncc3)nnc2-c2cccs2)cc1 | -2.7% | 5.4%
CCOC(=O)c1oc2ccccc2c1NC(=O)c1ccc(S(=O)(=O)N(C)C)cc1 | 8.6% | 2.0%
COC(=O)C1=C(C)N=c2s/c(=C/c3cccs3)c(=O)n2C1c1cccs1 (configuration not stated) | 4.7% | -10.6%
CC(C)OC(=O)c1c(-c2ccccc2)csc1NC(=O)c1c(F)cccc1F | -0.8% | 4.5%
CCSc1nnc(-c2cccc(S(=O)(=O)N(C)C)c2)n1-c1cc(OC)ccc1OC | 1.7% | -6.8%
COc1cccc(C2CC(c3ccccc3C)n3nc(N)nc3N2)c1 (configuration not stated) | 3.0% | 2.2%
CCc1ccc2oc(=O)cc(CN3CCOCC3)c2c1 | -6.9% | 0.0%

Another view of some results above:
> CCc1ccc2oc(=O)cc(CN3CCOCC3)c2c1
  Hsp70 displacement = -6.9%
  Rat MKP-3 inhibitors = 0.0%
> O=C(Nc1ccc2nsnc2c1)N1CCCCC1
  Hsp70 displacement = 4.4%
  Rat MKP-3 inhibitors = .
> O=C(Nc1ccc(Cl)c(-c2nc3ccccc3[nH]2)c1)c1cccs1
  Hsp70 displacement = -1.1%
  Rat MKP-3 inhibitors = 2.2%
> Cc1ccc(NC(=S)NC(=O)/C=C/c2ccccc2)cc1NC(=O)c1ccccc1
  Hsp70 displacement = 3.4%
  Rat MKP-3 inhibitors = -1.4%

New compounds follow.
SMILES | Hsp70 displacement | Rat MKP-3 inhibitors
O=C(O)CSC12CC3CC(C1)CC(C(=O)O)(C3)C2 | -0.6% | 7.7%
CC(Oc1ccc2c3c(c(=O)oc2c1)CCC3)c1ccccc1 (configuration not stated) | -2.2% | 2.5%
O/C(=C\c1nc2ccccc2nc1/C=C(/O)c1ccccc1)c1ccccc1 | -8.4% | 1.4%
c1coc(CNc2c3c(nc4ccccc24)CCC3)c1 | 22.1% | -8.2%
COC(=O)C1=C(C)NC(=O)CC1c1ccc(F)c(Br)c1 (configuration not stated) | -0.2%&-1.6% | 0.9%&-0.1%
CCC1(CC)Cc2ccccc2-c2nc(NCCO)[nH]c(=O)c21 | 1.9% | .
Cc1ccc(C)c(Cn2nnc3c(=O)[nH]c(C4CCCN(C(=O)C5CCCCC5)C4)nc32)c1 (configuration not stated) | -4.1% | -6.7%
N#Cc1c(N2CCCC(O)C2)nc(N)c2c(N)nc3c(c12)CC(=O)N3C12CC3CC(CC(C3)C1)C2 (configuration not stated) | -2.7% | .
CCOc1ccc2ccc(OCC)c(/C=C3\C(=O)NC(=O)N(c4ccc5c(c4)OCO5)C3=O)c2c1 | 7.1% | -0.5%
CCN(CC)S(=O)(=O)c1ccc(NC(=O)COc2ccccc2)cc1 | -7.5% | 3.6%
O=C(CSc1cc(Cl)ccc1Cl)NCC1CCCO1 (configuration not stated) | 1.0% | 1.0%
COc1ccc(C(=O)Nc2ccccc2)cc1NC(=O)c1ccccc1C | -1.4% | -1.1%
CC(=O)c1ccc(N2CCN(c3ccc(S(=O)(=O)N4CCN(C)CC4)cn3)CC2)cc1 | 4.6% | .
COc1ccc(OC(C)C(=O)Nc2ncn[nH]2)cc1 (configuration not stated) | -0.8% | 1.0%
CCOC(=O)C1CCN(C(=O)Cn2cccc2C(=O)c2ccccc2)CC1 | 2.0% | .
CCOC(=O)c1oc2ccccc2c1CSc1nnc(-c2ccco2)o1 | 6.3% | -7.6%
Cc1cc(C)c(/C=c2\sc3nc4cc(Br)cnc4n3c2=O)cc1C | 2.7% | 0.2%
COc1ccc(-n2c(SCC(=O)NCC3CCCO3)nc3ccccc32)cc1 (configuration not stated) | 4.1% | .
C(=C\c1ccco1)/C=N/Nc1cccc2cccnc12 | -1.4% | -0.1%
CCCNC(=O)C1CC(=O)N(c2ccc(OCC(=O)Nc3cc(C)cc(C)c3)cc2)C1 (configuration not stated) | 5.1% | -4.7%
CCN1CCN(C(=O)C2CCN(C(=O)c3cc4sccc4n3CC)CC2)CC1 | 3.1% | 2.2%
Cc1ccc2nc3c(c(C(=O)O)c2c1)CCC3 | -5.1% | 1.6%
Cc1csc(NC(=O)CSc2ncn(-c3ccccc3)n2)n1 | 0.2% | .
Cc1c(NC(=O)NC(=O)c2ccc(F)cc2)c(=O)n(-c2ccccc2)n1C | -1.1%&0.6% | -5.1%&3.6%
COc1ccc(Br)cc1C(=O)NCCNc1ccc(Cl)cc1[N+](=O)[O-] | -1.7% | 3.0%
(cont.)
SMILES | Hsp70 displacement | Rat MKP-3 inhibitors
c1coc(-c2ncc[nH]2)c1 | 4.0% | -2.9%
N#CC1=C(N)OC2=C(C(=O)CCC2)C1c1ccsc1 (configuration not stated) | 1.2% | -5.5%
COc1cc(C2CC(=O)n3c(nc4ccccc43)S2)cc(OC)c1OC (configuration not stated) | -0.2% | .
COc1ccc(C(=O)N2CC3(CCCC3)c3ccccc3C2C)cc1OC (configuration not stated) | -6.4% | 3.8%
COc1ccccc1Nc1nc(N)nc(CN2CCCCCC2)n1 | -0.2% | -5.8%
O=C(c1ccccc1)c1cc(-c2ccccc2)on1 | -0.6% | -13.1%
O=C1NC(=O)N(c2ccccc2F)C(=O)/C1=C/c1ccc(O)c(Cl)c1 | 0.3% | -6.7%
O=C(Nc1ccc(Cl)cc1)Nc1nnc(-c2ccccc2Br)s1 | -0.6% | -2.8%
CCN(CC(=O)NC1CCCC1)S(=O)(=O)c1ccc(C)cc1 | 0.5% | -8.7%
COc1ccc(/C=N/N=C2/NC(=O)C(c3ccccc3)(c3ccccc3)S2)cc1 | 1.9% | .
CC(C)Oc1cc2oc(=O)c3c(c2cc1Cl)CCC3 | 3.8%&-4.1% | 0.7%&-1.4%
O=C1N=c2ccccc2=C1c1sc(=Nc2ccccc2)n(-c2ccccc2)c1O | 5.2% | -2.0%
O=C(CCN1CCc2ccccc2CC1)c1ccc2c(c1)OCCO2 | . | 0.8%
O=C(Nc1cccc(F)c1)c1c(F)c(F)c(F)c(F)c1F | 0.6% | -5.8%
Cc1nc2nc(-c3cccnc3)nn2c(C)c1Cl | -1.1% | -0.6%
O=[N+]([O-])c1cc(S(=O)(=O)N2CCN(c3ccccc3)CC2)ccc1Cl | 3.1% | -1.4%
CCc1nc(N)c(C#N)c(-c2ccc(OC)c(OC)c2)c1C | 3.8% | 8.5%
O=C(CN1C(=O)CNC1=O)Nc1cccc(C(F)(F)F)c1 | 1.9% | -25.0%
O=C(Nc1ccccc1Br)C12CC3CC(CC(C3)C1)C2 | -3.1% | 1.8%
Cc1ccc(-n2c3c(cc(C(=O)Nc4cccc(C)n4)c2=O)C(=O)CCC3)cc1 | -3.4% | -8.8%
CC(C)Cc1ccc(S(=O)(=O)N2CCN(C(=O)c3ccco3)CC2)cc1 | -5.5% | -6.1%
O=C(CSc1nc2ccccc2[nH]1)NCc1ccco1 | 2.0% | -7.3%
CCC(=NC1CC(C)(C)NC(C)(C)C1)C1=C(O)CC(C)(C)CC1=O | -1.3% | -7.1%
NC(=O)C1CCN(C(=O)Nc2ccc(Cl)c(Cl)c2)CC1 | -0.4% | 1.8%
CCOC(=O)C1=C(N)n2c(s/c(=C/c3ccccc3)c2=O)=C(C(=O)OCC)C1c1ccccc1 (configuration not stated) | 11.6% | .

One compound at a time, from the list above. Values in the order: Hsp70 displacement	Rat MKP-3 inhibitors
O=C(CCN1CCc2ccccc2CC1)c1ccc2c(c1)OCCO2 across the screens: .	0.8%
CC(C)Oc1cc2oc(=O)c3c(c2cc1Cl)CCC3 across the screens: 3.8%&-4.1%	0.7%&-1.4%
COc1ccccc1Nc1nc(N)nc(CN2CCCCCC2)n1 across the screens: -0.2%	-5.8%
Cc1ccc(-n2c3c(cc(C(=O)Nc4cccc(C)n4)c2=O)C(=O)CCC3)cc1 across the screens: -3.4%	-8.8%
O=[N+]([O-])c1cc(S(=O)(=O)N2CCN(c3ccccc3)CC2)ccc1Cl across the screens: 3.1%	-1.4%

Later entries:
SMILES | Hsp70 displacement | Rat MKP-3 inhibitors
Cc1ccc(C(=O)NC2CCS(=O)(=O)C2)cc1S(=O)(=O)N1CCCCC1 (configuration not stated) | 0.4% | -9.1%
COc1ccc(C)cc1-n1c(-c2ccncc2)n[nH]c1=S | 3.0% | -13.0%
CC(C)(C)n1nnnc1C(c1ccncc1)N1CCCCCC1 (configuration not stated) | -2.7% | -12.0%
Cn1nnnc1SCc1nc2ccccc2s1 | -0.3% | -10.5%
CCOC(=O)C1=CC2(SC=C(C(=O)OCC)S2)C2=C(S1)C(C)(C)N(C(=O)CC)c1ccc(C)cc12 (configuration not stated) | -4.3% | 9.7%
Cc1cc(Cl)ccc1OCC(=O)Nc1nc2ccc(Cl)cc2s1 | 3.3% | 7.1%
Cc1nn2c(c1-c1ccccc1)N=C(c1ccco1)CC2c1ccccc1 (configuration not stated) | -5.5% | -7.0%
O=C(O)CCc1ccc(S(=O)(=O)NCCc2ccccc2)cc1 | -2.7% | .

Assay outcomes from PubChem.
